PostGolgi yeast: growth inhibition of a yeast mutant, post-Golgi transport screen; 98,000 compounds, 0.9% hits; post-Golgi transport phenotypic cell assay; inhibition, % at 10 µM;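 also: yeast cells grown in 1536-well plates; yeast grown about 18 h at 30C before absorbance read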
hDAT+cocaine: changed human dopamine transporter uptake under cocaine IC80; B-score at 10 µM; LLC-PK1 hDAT cells, [14C]-dopamine uptake with cocaine IC80; actives deviate in either direction; Q01959; 110,000 compounds, 1.3% hits; AID 449768;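 active = Z score or B-score, a plate-position-corrected score, falls beyond the plate's 99.7% confidence bounds, in either direction; inactive = both scores lie inside the 99.7% bounds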;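 also: scored against the spread of the other compound wells on the same plate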
PTK2B oligo ant: antagonists of human Pyk2 oligomerization; z-score (the deposit names both 25 µM and 10 µM); Q293 cells, Pyk2 FERM NanoBiT luminescence; active compounds read low; Q14289; 99,000 compounds, 0.83% hits;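 active = Z-score of -3 or lower, scaled per plate to the spread of control and sample wells; inactive = z-score above -3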;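 also: negative z-score means lost luminescence so less FERM oligomerization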
PTPN22 act: increases human PTPN22 phosphatase activity; recombinant LYP, DiFMUP fluorescence; 0 = plate median, 100 = signal doubled; Q9Y2R2; activation, % at 2 µM; 96,000 compounds, 0.11% hits;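 active = activation at 2 µM above a set limit, the mean plus 5 SD, cut at about 37% in these data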
PostGolgi ctrl: inhibits growth of the yeast control strain; efflux-deficient yeast background strain, growth absorbance A615, 16 h; inhibition, % at 10 µM; 98,000 compounds, 5% hits
CYP2C9 inh: human CYP2C9 inhibition; AID 777; 96,000 compounds, 20% hits; CYP2C9 Supersomes, luciferin-H conversion, luminescence; inhibition, % at 5 µM; P11712;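 active = blocking of liver enzyme CYP2C9 beyond about 50% at 5 µM, limit read from the data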; also: values of inactives mirror those of a sister screen read the other way
Target sequence (P11712 whole entry, looked up): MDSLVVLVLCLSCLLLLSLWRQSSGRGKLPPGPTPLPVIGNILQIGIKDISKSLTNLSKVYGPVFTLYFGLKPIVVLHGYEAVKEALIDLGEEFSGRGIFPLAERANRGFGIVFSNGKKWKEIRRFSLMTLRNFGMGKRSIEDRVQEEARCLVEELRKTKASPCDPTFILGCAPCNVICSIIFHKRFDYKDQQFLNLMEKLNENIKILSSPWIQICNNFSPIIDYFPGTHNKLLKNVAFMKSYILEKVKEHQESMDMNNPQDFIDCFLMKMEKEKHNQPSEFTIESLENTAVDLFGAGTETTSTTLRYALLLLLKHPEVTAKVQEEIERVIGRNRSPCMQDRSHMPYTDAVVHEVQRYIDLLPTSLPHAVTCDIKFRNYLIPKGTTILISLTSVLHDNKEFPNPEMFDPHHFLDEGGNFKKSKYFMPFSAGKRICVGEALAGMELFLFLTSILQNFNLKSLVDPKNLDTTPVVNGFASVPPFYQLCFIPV
PTPN22 inh 2: inhibitors of human LYP (PTPN22) phosphatase; AID 640; inhibition, % at 2 µM; recombinant LYP catalytic domain, DiFMUP fluorescence; Q9Y2R2; 96,000 compounds, 0.21% hits;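 active = inhibition at 2 µM at or above a set limit, the screen mean plus 3 SD, cut at about 24% in these data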;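 also: 0% = DMSO with enzyme and 100% = enzyme fully blocked by orthovanadate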
CYP2C9 activ: increases human cytochrome P450 2C9 activity | P11712 | recombinant CYP2C9, luciferin-H conversion, luminescence; active compounds read high; factor 1 = untreated enzyme, 0 = blocked | activation factor at 5 µM | 96,000 compounds, 1.4% hits | AID 1024;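 active = activation factor of 2 or more for CYP2C9 at a 5 µM dose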;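 also: 0 = sulfaphenazole-blocked wells and 1 = vehicle-only wells; values of inactives mirror those of a sister screen read the other way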
Ecoli WT expand: blocks growth of wild type E. coli BW25113; 98,000 compounds, 0.15% hits; growth inhibition, % at 100 µM; AID 710; OD600 absorbance;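 active = growth inhibition above about 50% at one test dose, limit read from the data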;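 also: growth measured after 20 h incubation at 37 °C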
An asterisk follows results filed as active; / = no result given. Rule as the data show it, unless noted: active = inhibition above about 30%; inactive = the rest.

Start of the data: the first two records (preview)
SMILES	PostGolgi yeast	hDAT+cocaine	PTK2B oligo ant	PTPN22 act	PostGolgi ctrl	CYP2C9 inh	PTPN22 inh 2	CYP2C9 activ	Ecoli WT expand
COc1cc(NC2=CC(=O)CC(C)(C)C2)cc(OC)c1OC	-4	-0.0054	-1	4	-9	9	-6	0.9	6
O=C(c1ccco1)N1CCN(C(=O)C2CC(c3ccc(F)cc3)=NO2)CC1 (centres undefined)	-5	-0.61	/	/	6	6	/	0.9	8

This part in full, repeating the preview:
SMILES	PostGolgi yeast	hDAT+cocaine	PTK2B oligo ant	PTPN22 act	PostGolgi ctrl	CYP2C9 inh	PTPN22 inh 2	CYP2C9 activ	Ecoli WT expand
COc1cc(NC2=CC(=O)CC(C)(C)C2)cc(OC)c1OC	-4	-0.0054	-1	4	-9	9	-6	0.9	6
O=C(c1ccco1)N1CCN(C(=O)C2CC(c3ccc(F)cc3)=NO2)CC1 (centres undefined)	-5	-0.61	/	/	6	6	/	0.9	8
CC(C(=O)Nc1ccccc1Sc1ccccc1)N(c1ccccc1)S(C)(=O)=O (centres undefined)	-4	-0.17	-1.3	-5	23	54*	9	0.5	-6
O=C(NCCCn1ccnc1)Nc1cccc2ccccc12	/	0.23	0.71	-2	/	/	-4	/	/
CCOC(=O)c1cc(C#N)c(SCc2cccc3ccccc23)nc1C	0	-0.0079	-0.47	-9	-2	-8	5	1.1	23
CCOc1cc(S(=O)(=O)NCCc2ccccc2C)c(OCC)cc1-n1cnnn1	0	0.74	-1.1	-6	8	89*	4	0.1	-16
O=C(Cc1nn[nH]n1)NCCC1=CCCCC1	-6	-0.2	0.12	-1	-6	-2	1	1	3
CC(C)(C)OC(=O)NNC1CC(=O)N(c2ccccc2F)C1=O (centres undefined)	21	0.12	-0.36	8	3	5	-3	1	-2
COc1ccccc1-c1nnc2sc(COc3ccccc3)nn12	/	0.63	-0.51	/	/	37	/	0.6	/
COc1ccc(N2CCN(C(=O)C(C)(C)Oc3ccc(Cl)cc3)CC2)cc1	0	-0.83	/	-1	22	90*	0	0.1	-5
N#CC1=C(N)Oc2cc(N)ccc2C1c1ccc(F)cc1 (centres undefined)	20	0.61	-1.6	-1	-3	50*	-3	0.5	7
CCn1c(SCC(N)=O)nnc1-c1ccco1	-4	0.054	1.1	-4	0	-34	4	1.3	1
CCc1c(C(=O)Nc2nnc(C3CC3)s2)csc1C	3	0.024	-0.2	-6	6	-5	9	1.1	-7
COc1cc(NS(=O)(=O)c2ccc(NC(=O)NC3CCCCC3)cc2)nc(OC)n1	1	-1.1	0.23	0	4	8	-2	0.9	-1
O=C(O)c1ccccc1C(=O)Nc1ccccc1	-1	-0.62	1.1	0	40*	12	-5	0.9	-1
CCOC(=O)COc1cc(N2C(=O)CSCC2=O)c(Cl)cc1Cl	19	-0.49	1	8	0	2	-4	1	-2
C=CCn1c(SCC(=O)NCc2ccco2)nnc1-c1ccc2ccccc2n1	4	/	0.67	-10	18	59*	12	0.4	0
COc1ccc(S(=O)(=O)NCc2csc(-c3cccnc3)n2)cc1	-1	0.1	/	-3	19	68*	0	0.3	1
CCOC(=O)C1=C(N)OC2=C(C(=O)CCC2)C1c1cccnc1 (centres undefined)	16	1.3	1.5	/	-5	7	/	0.9	5
CC(C(=O)N1CCC(C(N)=O)CC1)N(c1ccc(Oc2ccccc2)cc1)S(C)(=O)=O (centres undefined)	-5	-0.91	0.47	4	18	21	-7	0.8	-2
O=S(=O)(NCc1ccc(F)cc1)c1ccc2c(c1)OCCO2	4	-0.36	-1.1	-5	14	-95	2	2*	14
O=S(=O)(Nc1nc2ccccc2nc1NCCN1CCOCC1)c1cccc(Cl)c1	9	1.6	-0.04	-6	3	98*	4	0	0
Cc1ccc(OCC(=O)NCc2ccccn2)c(Br)c1	-31	0.83	0.25	-7	7	-1	6	1	-2
O=C(NCc1ccccc1)c1ccc(Cl)cc1[N+](=O)[O-]	5	-0.21	0.59	4	14	-57	-1	1.6	2
CN(CC(=O)Nc1ccc(F)c(F)c1)S(=O)(=O)c1cccc2nsnc12	3	0.71	0.22	-5	-2	70*	6	0.3	10
CN(CCCNS(=O)(=O)c1cccc2cccnc12)Cc1ccccc1	-6	-0.084	/	-4	11	-147	3	2.5*	7
CN(C)S(=O)(=O)N1CCN(S(=O)(=O)c2ccc3ccccc3c2)CC1	-12	0.38	-1.1	-7	8	-7	9	1.1	-10
Cc1ccc(N2C(=O)CC(N3CCN(C4CCc5ccccc5C4)CC3)C2=O)cc1 (centres undefined)	-1	1.9	-0.04	-7	3	10	4	0.9	8
CC(NS(C)(=O)=O)C(c1cccs1)N1CCN(c2ccc(F)cc2)CC1 (centres undefined)	-3	-0.12	-0.21	-8	0	2	6	1	5
CCN(CC)c1nc2n(c(=S)n1)CCS2	-6	1	0.35	-4	1	4	4	1	-2
CSc1ccc(N2C(=O)NC3(CCCCC3)C2=O)cc1	18	-0.56	-0.18	8	23	-8	-9	1.1	-7
COc1cccc(S(=O)(=O)NCc2ccc(C(=O)Nc3cccc(Cl)c3)cc2)c1	-5	-0.36	-1.3	-7	-3	20	7	0.8	-3
CCOC(=O)c1c(C)[nH]c(C)c1C(=O)COC(=O)c1ccc(Cl)c(S(=O)(=O)NCc2ccccc2)c1	-7	-0.69	-1.9	-4	24	80*	2	0.2	-12
Cc1cc(C)nc(NS(=O)(=O)c2ccc(-n3cccc3)cc2)n1	2	1.8	-0.03	-9	19	15	8	0.9	4
COc1ccc(N2C(=O)CC(NCc3cccc(F)c3)C2=O)cc1 (centres undefined)	/	-0.75	-0.42	/	/	11	/	0.9	/
CC1Cc2ccccc2N1C(=O)Cn1c(=O)oc2cc(S(=O)(=O)NC3CCCC3)ccc21 (centres undefined)	8	-0.1	/	4	24	69*	-7	0.3	-13
N#Cc1c(N)nc(SCC(=O)NCc2ccc3c(c2)OCO3)c(C#N)c1-c1cccs1	16	1.1	1.1	-2	10	74*	0	0.3	-4
O=C(O)c1cnc(-c2ccccc2)nc1Sc1cccc(Cl)c1	7	0.24	-0.8	1	18	40	0	0.6	3
CCCCc1nc2n[nH]c(N)c2c2c1CCC2	-5	0.097	-1.1	3	8	2	-2	1	14
COc1ccc(N(CC(=O)Nc2cccc(C)c2C)S(=O)(=O)c2c(C)n[nH]c2C)cc1	1	1.1	-3.3*	-10	-7	51*	8	0.5	10
CCN1C(=O)c2ccc(C(=O)O)cc2C1=O	-3	0.5	0.5	3	-3	/	-8	/	-15
COCCN(CCOC)S(=O)(=O)c1ccc(C(=O)Nc2nnc(C3CC3)o2)cc1	8	-1.9	-0.78	1	7	13	-4	0.9	-1
O=C(CN1C(=O)c2cccc3cccc(c23)C1=O)N1CCN(Cc2ccc3c(c2)OCO3)CC1	-4	0.45	-0.01	0	9	55*	-2	0.5	-7
COC(=O)c1ccc(-c2nc(O)c3cnccn23)cc1	3	0.27	0.37	-1	-1	49	0	0.5	6
CCCCCn1c(CNC(=O)c2cccs2)nc2ccccc21	/	-0.21	-0.97	2	/	/	0	/	/
CCOc1ccc(/C(O)=C2\C(=O)C(=O)N(c3cc(C)on3)C2c2ccccc2OC)cc1 (centres undefined)	10	0.44	-1.4	10	15	-9	-9	1.1	-2
O=C1c2ccccc2C(Nc2cccc(C(F)(F)F)c2)N1Cc1ccco1 (centres undefined)	-1	0.56	-1.9	2	32*	60*	-3	0.4	-5
N#Cc1nc(Cc2ccccc2)oc1NCc1cccnc1	/	0.13	-0.39	10	/	/	-13	/	/

An excerpt of these results, as comma-separated lines.
canonical_smiles,PostGolgi yeast,hDAT+cocaine,PTK2B oligo ant,PTPN22 act,PostGolgi ctrl,CYP2C9 inh,PTPN22 inh 2,CYP2C9 activ,Ecoli WT expand
COc1ccc(N(CC(=O)Nc2cccc(C)c2C)S(=O)(=O)c2c(C)n[nH]c2C)cc1,1,1.1,-3.3*,-10,-7,51*,8,0.5,10
CCN1C(=O)c2ccc(C(=O)O)cc2C1=O,-3,0.5,0.5,3,-3,/,-8,/,-15
COCCN(CCOC)S(=O)(=O)c1ccc(C(=O)Nc2nnc(C3CC3)o2)cc1,8,-1.9,-0.78,1,7,13,-4,0.9,-1
O=C(CN1C(=O)c2cccc3cccc(c23)C1=O)N1CCN(Cc2ccc3c(c2)OCO3)CC1,-4,0.45,-0.01,0,9,55*,-2,0.5,-7
COC(=O)c1ccc(-c2nc(O)c3cnccn23)cc1,3,0.27,0.37,-1,-1,49,0,0.5,6
CCCCCn1c(CNC(=O)c2cccs2)nc2ccccc21,/,-0.21,-0.97,2,/,/,0,/,/

New compounds follow
SMILES	PostGolgi yeast	hDAT+cocaine	PTK2B oligo ant	PTPN22 act	PostGolgi ctrl	CYP2C9 inh	PTPN22 inh 2	CYP2C9 activ	Ecoli WT expand
CC1=C(C(=O)Nc2ccccc2)C(c2cccnc2)n2nc(-c3cccnc3)nc2N1 (centres undefined)	18	0.052	0.25	-8	0	75*	5	0.3	-4
Cc1ccc([C@@H]2C3COCC=C3C(C#N)=C(N)C2(C#N)C#N)o1 (some centres undefined)	-6	-0.29	0.84	5	8	49	-6	0.5	4
COc1ccc(C2C(C#N)=C(N)N(c3sc4c(c3C#N)CCCC4)C3=C2C(=O)CC(C)(C)C3)cc1OC (centres undefined)	-6	1.9	0.34	-27	7	86*	26*	0.1	-9
CC(C)Oc1ccc(NC(=O)CCC(=O)O)cc1	5	0.32	0.09	6	4	2	-4	1	-9
Cc1cc(C)n(-c2nc3c(c(=O)[nH]c(=O)n3C)n2CC(O)COc2ccc(Cl)cc2Cl)n1 (centres undefined)	/	-0.6	0.18	4	/	/	-4	/	/
COc1ccc(C(c2sc3nc(C)nn3c2O)N2CCC(O)CC2)cc1OC (centres undefined)	-6	0.69	/	/	6	-10	/	1.1	-1
Fc1ccc(NC(=S)NN=C2CCCCCC2)cc1	7	0.14	-0.25	0	2	8	4	0.9	3
CCCC(=O)Nc1c(C)nn(C(=O)CCC)c1C	20	-0.37	1	-11	10	-7	14	1.1	7
COc1ccc(OC)c(N=C(C)C2=C(O)COC2=O)c1	-4	0.072	-0.18	/	-3	18	/	0.8	-5
COc1ccc(OC)c(-c2nnc(NC(=O)C(C)Sc3nncn3C)s2)c1 (centres undefined)	0	0.95	/	4	6	15	-8	0.8	5
CS(=O)(=O)N(Cc1ccc(C(=O)Nc2ccccc2Sc2ccccc2)cc1)c1ccccc1	-5	-1.6	-0.48	17	5	39	-13	0.6	-4
COc1ccc(-c2c(C#N)c(N)nc3c2c(=O)n(C)c(=O)n3C)cc1Cl	/	-0.045	0.98	3	/	/	-2	/	/
CN(CCC#N)C(=O)COC(=O)c1ccc(Cl)c(S(N)(=O)=O)c1	7	-0.0042	0.47	-4	7	-11	2	1.1	1
CN(Cc1cc(=O)[nH]c2ccccc12)C(=O)c1ccccc1	-2	/	0.52	5	-12	-66	-5	1.7	-3
CCOC(=O)c1cc(NC(=O)c2ccc(Cl)cc2)c(=O)oc1-c1ccccc1	-2	-0.18	1.6	1	-2	-22	-5	1.2	2

Full records, looked up by structure. Values in the order: PostGolgi yeast, hDAT+cocaine, PTK2B oligo ant, PTPN22 act, PostGolgi ctrl, CYP2C9 inh, PTPN22 inh 2, CYP2C9 activ, Ecoli WT expand
Record of `COc1ccc(C(c2sc3nc(C)nn3c2O)N2CCC(O)CC2)cc1OC` (centres undefined) = -6, 0.69, /, /, 6, -10, /, 1.1, -1
Record of `COc1ccc(-c2c(C#N)c(N)nc3c2c(=O)n(C)c(=O)n3C)cc1Cl` = /, -0.045, 0.98, 3, /, /, -2, /, /
Record of `CCCC(=O)Nc1c(C)nn(C(=O)CCC)c1C` = 20, -0.37, 1, -11, 10, -7, 14, 1.1, 7
